# Screening data from PubChem BioAssay.
# STK33 kinase inh = inhibitors of purified STK33 kinase, primary screen, biochemical, ADP-Glo luminescence, homogeneous, cell-free | Serine/threonine-protein kinase 33 (Homo sapiens), Q9BYT3 | MBP phosphorylation | inhibition, % at 10 µM | 320,000 compounds, 0.073% hits;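 active = inhibition at or above 25%, using the most active replicate where run in duplicate; inactive = inhibition below 25%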
# Target sequence (Q9BYT3 whole entry, looked up): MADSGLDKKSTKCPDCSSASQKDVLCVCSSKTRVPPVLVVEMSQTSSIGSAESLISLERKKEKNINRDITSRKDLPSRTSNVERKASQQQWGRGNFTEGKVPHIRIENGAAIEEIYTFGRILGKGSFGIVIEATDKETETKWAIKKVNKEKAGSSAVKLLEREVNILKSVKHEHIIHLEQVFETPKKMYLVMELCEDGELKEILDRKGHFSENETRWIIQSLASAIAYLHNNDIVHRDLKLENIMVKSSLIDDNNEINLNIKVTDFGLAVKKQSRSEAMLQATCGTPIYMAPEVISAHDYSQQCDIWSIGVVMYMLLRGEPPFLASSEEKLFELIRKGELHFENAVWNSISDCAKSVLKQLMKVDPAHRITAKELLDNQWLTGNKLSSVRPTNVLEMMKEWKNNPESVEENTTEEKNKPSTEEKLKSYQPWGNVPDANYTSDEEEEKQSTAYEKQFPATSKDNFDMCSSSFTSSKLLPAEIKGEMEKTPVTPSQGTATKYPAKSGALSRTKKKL
# Kir21 inh = inhibitors of mouse Kir2.1 inward-rectifier potassium channel; Inward rectifier potassium channel 2 (Mus musculus), P35561; HEK293-Kir2.1, FluxOR thallium flux fluorescence; hits give low values; B-score at 10 µM; 310,000 compounds, 0.85% hits; AID 1672, 2009;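 active = fluorescence ratio B-score at or below minus 3 SD of library scores, with starting-brightness B-score within 2 SD, cut at about -4.2 in these data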;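 also: channel flux triggered by added potassium and thallium sulfate stimulus; B-score of peak minus minimum fluorescence over baseline after thallium stimulus; more negative B-score means stronger Kir2.1 block with less thallium influx; some compounds called inactive have numbers as strong as hits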
# Target sequence (P35561 whole entry, looked up): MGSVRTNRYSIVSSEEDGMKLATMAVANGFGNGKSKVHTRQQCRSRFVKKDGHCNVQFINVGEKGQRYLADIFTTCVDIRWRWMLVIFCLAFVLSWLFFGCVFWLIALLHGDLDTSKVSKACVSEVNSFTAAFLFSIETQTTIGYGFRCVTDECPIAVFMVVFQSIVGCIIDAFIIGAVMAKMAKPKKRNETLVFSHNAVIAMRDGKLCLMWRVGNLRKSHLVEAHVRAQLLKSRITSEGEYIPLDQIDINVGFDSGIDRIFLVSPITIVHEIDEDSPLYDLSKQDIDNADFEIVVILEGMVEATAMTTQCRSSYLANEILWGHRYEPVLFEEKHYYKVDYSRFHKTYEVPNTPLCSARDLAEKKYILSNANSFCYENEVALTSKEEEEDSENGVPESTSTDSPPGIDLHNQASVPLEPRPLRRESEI
# KCNQ2 block = KCNQ2 potassium channel inhibitors, primary screen, cell-based, CHO-K1, FluxOR thallium flux, B-score (AID 2156); 20 min; hits give low values; B-score at 10 µM; 310,000 compounds, 1.1% hits;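 active = fluorescence ratio B-score at most minus 3 library SDs, with starting brightness B-score within 2 library SDs, cut at about -5.5 in these data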
# Starred values were filed as active, the others as inactive; i = inactive; / = not tested or not shown. Random draw from the library. About 1.9% of those tested had a hit in this group.
SMILES,STK33 kinase inh,Kir21 inh,KCNQ2 block
CC(=O)Nc1ccc(N2C(=O)CC(Sc3nc(C)cc(C)n3)C2=O)cc1 (stereo not given),-0.7,0.49,i
N#CC1=C(N)Oc2n[nH]c(-c3ccncc3)c2C1c1ccsc1 (stereo not given),4.6,0.02,i
CCCCSc1nnc(-c2ccc(NC(=O)CCc3ccccc3)cc2)n1C,-0.5,-0.94,i
COc1cc(C2C(C#N)=C(N)Oc3cc(C)n(CCc4ccccc4)c(=O)c32)cc2c1OCO2 (stereo not given),-1.0,-0.02,i
CCOc1ccc(NC(=O)c2cccc3c2C(=O)N(CC2CCCO2)C3)cc1 (stereo not given),-0.7,2.15,i
CNC(=S)N1N=C(c2ccccc2)CC1c1ccc(OC)c(OC)c1 (stereo not given),-1.0,0,i
COc1cc2c(cc1OC)C(C(=O)NCc1ccco1)C1c3ccccc3CCN1C2=O (stereo not given),0.5,0.08,i
CCN(CC)CCCNS(=O)(=O)c1ccc(OC)cc1,-1.9,0.75,i
CC(=O)c1c(C(C)=O)c(C)n(Cc2ccccc2)c1C,-2.6,-0.15,i
CCc1nnc(NC(=O)c2cccc(OC)c2)s1,0.0,3.6,i
Cn1c(CNC(=O)c2ccco2)nnc1SCC(=O)Nc1ccc(Br)cc1F,/,-0.17,i
O=C(N/N=C/c1cc(Br)c(O)c([N+](=O)[O-])c1)C(O)(c1ccccc1)c1ccccc1,-0.5,1.06,i
CCC(C)NC(=O)CN(c1ccc(OC)cc1)S(=O)(=O)c1ccc(NC(C)=O)cc1 (stereo not given),-0.2,-2,i
COc1ccc(N2CCN(S(=O)(=O)c3ccc(C(=O)NCc4ccco4)cc3)CC2)cc1,/,-0.08,i
Cc1ccc(S(=O)(=O)N2CCN(C(=O)COC(=O)c3c(C)cc(C)cc3C)CC2)c(C)c1,-0.3,-0.54,i

# The closing 5 entries of the section above open the next one:
SMILES,STK33 kinase inh,Kir21 inh,KCNQ2 block
Cn1c(CNC(=O)c2ccco2)nnc1SCC(=O)Nc1ccc(Br)cc1F,/,-0.17,i
O=C(N/N=C/c1cc(Br)c(O)c([N+](=O)[O-])c1)C(O)(c1ccccc1)c1ccccc1,-0.5,1.06,i
CCC(C)NC(=O)CN(c1ccc(OC)cc1)S(=O)(=O)c1ccc(NC(C)=O)cc1 (stereo not given),-0.2,-2,i
COc1ccc(N2CCN(S(=O)(=O)c3ccc(C(=O)NCc4ccco4)cc3)CC2)cc1,/,-0.08,i
Cc1ccc(S(=O)(=O)N2CCN(C(=O)COC(=O)c3c(C)cc(C)cc3C)CC2)c(C)c1,-0.3,-0.54,i
COc1ccc(NC(=O)NCc2cccnc2)c(OC)c1,-3.5,0.02,i
COc1ccc(CNC(=O)C(c2ccc(C)o2)N(C(=O)c2snc(C(N)=O)c2N)c2ccccc2OC)cc1 (stereo not given),-0.8,-0.67,i
COc1ccc(C2OCC3(CO2)SC(=O)NC3=O)cc1OC (stereo not given),-2.1,-0.62,i
N=c1n(CCN2CCCCC2)c2ccccc2n1CC(=O)c1cccs1,1.0,-1.27,i
Cc1cc(C)nc(/N=c2/ssnc2Cl)c1,2.6,-0.19,i
CCOC(=O)CCNc1n[nH]c(=O)[nH]c1=O,-0.1,-2.15,i
O=C(NCc1ccccc1)c1c[nH]c2ccc(F)cc2c1=O,-1.3,0.76,i
COc1ccc(/C=N/NC(=O)OC(C)(C)C)cc1OC,0.2,-1.28,i
Cc1ccc(CNC(=O)C2CC(c3cccc([N+](=O)[O-])c3)=NO2)cc1 (stereo not given),-0.2,0.89,i
COc1ccccc1C(=O)n1nc(-c2ccco2)nc1SC,0.6,1.1,i
Cc1ccc(NC2=NCCCCC2)cc1,-0.2,-0.7,i
CCCCOc1ccc(C2(C)NC(=O)NC2=O)cc1 (stereo not given),-1.3,-0.26,i
CC1(C)CC(=O)C2=C(C1)N(Cc1ccco1)C(=O)C2(NC(=O)c1ccc(Cl)cc1Cl)C(F)(F)F (stereo not given),0.0,1.37,i
Cc1cc(/C=C(\C#N)c2nc3ccccc3[nH]2)c(C)n1C,1.0,0.6,i
CC(C)Cc1nc2sc3c(=O)[nH]cnc3c2c2c1CCCC2,-0.5,-0.03,i
CCOC(=O)c1ccc(NC(=O)Nn2cnnc2)cc1,-0.5,-0.3,i
O=C(c1cc(=O)c2ccccc2o1)N1CCN(c2cccc(Cl)c2)CC1,0.2,1.99,i
CC(=O)NC1(C(F)(F)F)C(=O)N(Cc2ccccc2)C2=C1C(=O)CC(C)(C)C2 (stereo not given),-0.8,0,i
CCCCCN1C(=O)Cn2c(nc3ccccc3c2=O)C1C (stereo not given),-1.8,2.26,i
C=CCSc1nnc(NC(=O)c2ccc(Cl)nc2)s1,0.9,2,i
CN(C)CCNC(=O)c1cc(Sc2ccc(F)cc2)nc2ccccc12,0.5,-1.9,i
CCc1cc(C(=O)OCC(=O)N2CCC(c3ccccc3)=N2)sc1C,0.3,1.23,i
O=c1c(Cl)c(N/N=C/c2ccc(Br)cc2)cnn1-c1ccccc1,-0.9,-2.92,i
Cn1c(=O)n(C)c2cc(/C=C3/SC(=O)N(CC(=O)N4CCOCC4)C3=O)ccc21,0.4,1.61,i
Oc1c(Cl)cc(Cl)c(Cl)c1Cc1c(O)c(Cl)cc(Cl)c1Cl,-2.2,-3.91,i
CCOC(=O)c1c(/N=C/C2=C(O)CC(C)(C)CC2=O)sc(C)c1C,-1.6,1.61,i
CN(C)c1ccc(NC(=O)CSc2nc3c(c(=O)[nH]2)CCCC3)cc1,-0.1,0.7,i
O=C(CCSCc1cccc(Cl)c1)NCCC1=CCCCC1,-2.0,-1.53,i
O=C(NN1CCOCC1)c1ccc(Cl)c([N+](=O)[O-])c1,-1.2,1.33,i
C[C@@]12C(=O)N(Cc3ccccc3)CC(=O)N1[C@H](/C=C/c1ccccc1)[C@@H]1C(=O)N(c3ccccc3)C(=O)[C@@H]12,-1.0,-0.09,i
O=C1CC2C(=O)NCCN2C(=NC(=O)c2ccc(Cl)cc2)N1 (stereo not given),0.8,-0.56,i
COc1ccc2cc(CCNC(=O)C3CCCC3)c(=O)[nH]c2c1,1.4,-1.43,i
CCOC(=O)C1=C(O)/C(=C/c2cc(OC)c(OC)c(OC)c2)N=C1C,-1.6,0.45,i
COC(=O)c1cn(CCOc2ccccc2)c2ccccc12,-2.4,-0.53,i
COc1ccc(CNC(=O)CS(=O)Cc2nc(-c3ccccc3C)oc2C)cc1 (stereo not given),0.3,-1.85,i
O=C(Nc1cccc2ccccc12)c1cc2c(cc1Br)OCO2,0.6,-1.25,i
COc1ccc(NC(=O)c2ccc(S(=O)(=O)N3CCCCCC3)cc2)c(OC)c1,-0.6,-1.85,i
COC(=O)c1ccc(C2c3c(oc4ccc(Cl)cc4c3=O)C(=O)N2CCN2CCOCC2)cc1 (stereo not given),-1.7,-0.34,i
Cn1c(=O)n(C)c2cc(NC(=O)CSc3ccccc3)ccc21,-1.3,0.17,i
CC(=O)N1CCc2c(sc(NC(=O)Cc3ccc(F)cc3)c2C(N)=O)C1,1.1,0.69,i
CCS(=O)(=O)C(=C(Nc1ccc(OC)cc1)Nc1ccc(OC)cc1)S(=O)(=O)CC,0.6,0.66,i
C#CCOCCOCCOCCNc1nc(N2CCN(C(=O)Cn3cc(CCCCN)nn3)CC2)nc(N2CCN(C(=O)Cn3cc(CCCCN)nn3)CC2)n1,-0.1,2.73,i
Cc1cc(NC(=O)c2noc3c2CCCC3)no1,-1.0,0.3,i
COc1ccc(S(=O)(=O)N2CCN(C(=O)c3c(-c4ccccc4)noc3C)CC2)cc1,-2.1,-1.11,i
CC1CC(C)CN(C(=O)Cn2nnc(-c3ccccc3)n2)C1 (stereo not given),-0.2,-0.38,i
Cc1nc2cc(NC(=O)Nc3nccs3)ccc2n1C,0.3,1.13,i
COc1ccc(CN2C(=O)C(Cc3ccccc3)Nc3ncnc(N4CCc5ccccc5C4)c32)cc1 (stereo not given),-1.0,2.44,i
O=S(=O)(c1ccccc1)c1nc(-c2ccccc2Cl)oc1NCCN1CCOCC1,-1.7,-1.93,i
Cc1ccc(-n2nnnc2SCC(=O)Nc2ncc(Cc3ccccc3Cl)s2)cc1,-0.5,0.16,i
Cc1ccc(C(=O)NNC(=O)C2CCN(c3ncccn3)CC2)cc1,0.7,2.14,i
Cc1ccc(C)c(NC(=O)Cn2cc(C(=O)C3CC3)c3ccccc32)c1,0.5,0.16,i
Cc1ccccc1NCC(=O)N/N=C\c1ccc2c(c1)OCO2,1.6,1.36,i
Cc1ccc(OCCNC(=O)Cc2ccc(S(=O)(=O)N3CCOCC3)s2)cc1,6.7,0.2,i
NS(=O)(=O)c1ccc(Cl)cc1[N+](=O)[O-],0.3,-1.69,i
NC(=O)C1=C[C@H](c2ccccc2)C[C@H](OCc2ccc(CO)cc2)O1,-0.8,0.08,i
CCc1ccc(NC(=O)CCCN2C(=S)NC(C)(C)CC2C)cc1 (stereo not given),-2.0,-0.27,i
CCOC(=O)c1c(N)sc(N)c1C(=O)OCC,-0.8,-1.64,i
Cc1cccc(/C=N/NC(=O)c2cc(-c3cccnc3)nc3c2c(C)nn3-c2ccccc2)c1,-1.5,1.66,i
COc1cccc(C(=O)N/N=C/c2ccc(Oc3ccc([N+](=O)[O-])cn3)c(OC)c2)c1,0.0,1.24,i
Brc1ccccc1/C=N/Nc1ccc2ccccc2n1,-1.1,1.16,i

# More entries follow.
SMILES,STK33 kinase inh,Kir21 inh,KCNQ2 block
CC(C)(C)NC(=O)COC(=O)c1ccccc1Oc1ccccc1,-0.5,-1.34,i
Cc1nn(-c2ccccc2)c(Cl)c1C(=O)Nc1nnc(C2CCCC2)s1,-0.5,0.57,i
COCc1c(C(=O)OCC(=O)c2c(N)n(CC(C)C)c(=O)n(C)c2=O)oc2ccccc12,0.8,0.02,i
COc1ccc(NS(=O)(=O)c2ccc(N3CCOCC3)c(NC(=O)c3ccc(F)cc3)c2)cc1,0.2,0.41,i
COc1ccc(C(=O)Cn2cc([N+](=O)[O-])nc2C)cc1,-0.2,-0.55,i
Cn1c(N)c(C(=O)N/N=C/c2ccccc2)sc1=S,-1.2,-0.09,i
CCOC(=O)c1c2c3c(cccc3[nH]c1=O)C(=O)c1ccccc1-2,0.0,0.21,i
Clc1ccc2c(N/N=C/c3ccccc3Br)ccnc2c1,0.9,1.84,i
COc1ccccc1NC(=O)CSc1ccc2nnc(-c3ccncc3)n2n1,1.1,1.56,i
FC(F)(F)c1cccc(Cc2noc(CN3CCC(N4CCCCC4)CC3)n2)c1,0.8,0.02,i
CCn1nc(C(=O)OCC(=O)c2ccc(F)cc2)c2ccccc2c1=O,0.4,0.38,i
Cc1ccc(S(=O)(=O)NNC(=O)c2ccc(O)cc2)cc1,-0.5,-1.17,i
C/C=C/C=C/C(=O)Nc1nccs1,-0.3,-0.09,i
COc1ccc(-c2nn(CCC#N)cc2C=C(C#N)C#N)cc1,-1.8,1.92,i
N/C(=N\OC(=O)CCC1CCCC1)c1ccncc1,-2.0,-1.27,i
Cc1ccc(SCc2noc(-c3c(C)noc3C)n2)cc1,-0.7,0.15,i
COc1ccc(NC(=O)CN(C)C(=O)C2CC(=O)N(c3ccc4c(c3)OCCO4)C2)cc1 (stereo not given),-1.2,1.96,i
COc1ccccc1Oc1ccccc1[N+](=O)[O-],-1.8,-1.67,i
COc1ccc(C(=O)Nc2cc(Cl)ccc2OC(=O)c2ccc(OC)cc2)cc1,-1.0,1.61,i
COc1ccc(Cc2nnc(SCc3nc4ccccc4c(=O)[nH]3)o2)cc1,0.7,1.03,i
O=C(CNC(=O)c1ccccc1Cl)NCC(c1cccs1)N1CCOCC1 (stereo not given),-1.0,-0.95,i
O=C(O)c1ccc(/C=C/c2nc3ccccc3c(=O)[nH]2)cc1,0.4,0.06,i
O=[N+]([O-])c1ccc(O)c(C=Nc2cccc3ncccc23)c1,1.7,0.2,i
Cn1c(N)c(C(=O)COC(=O)[C@@H]2CCCN2S(=O)(=O)c2ccc(Cl)cc2)c(=O)n(C)c1=O,-2.7,-0.35,i
C=CCOC(=O)C(C#N)c1nc2ccccc2nc1N1CCN(Cc2ccc3c(c2)OCO3)CC1 (stereo not given),-2.0,-0.29,i
CCOc1ccc(CCNC(=O)c2cn(C)c3ccc(S(=O)(=O)N4CCOCC4)cc3c2=O)cc1OCC,-3.7,-0.44,i
CCCOC(=O)CN1C(=O)c2ccc(C(=O)OCCC)cc2C1=O,0.2,-1.28,i
CCOC(=O)N1CCN(C(=O)c2cc(COc3c(F)cccc3F)on2)CC1,-1.8,1.44,i
Cc1ccc(C(c2c(C)[nH][nH]c2=O)c2c(C)[nH][nH]c2=O)cc1[N+](=O)[O-],-0.6,-0.02,i
COc1ccc(N(CC(=O)N2c3ccccc3CC2C)S(=O)(=O)c2c(C)noc2C)cc1 (stereo not given),-2.0,-1.52,i
O=C(NN1C(=O)C2C3C=CC(C3)C2C1=O)c1ccco1 (stereo not given),-2.4,0.31,i
COc1ccc(NC(=O)CSCc2cc(=O)n3ccsc3n2)cc1,0.1,0.03,i

# 4 compounds already listed, ordered by molar mass, lowest first:
SMILES,STK33 kinase inh,Kir21 inh,KCNQ2 block
COc1ccccc1Oc1ccccc1[N+](=O)[O-],-1.8,-1.67,i
O=C(NN1C(=O)C2C3C=CC(C3)C2C1=O)c1ccco1 (stereo not given),-2.4,0.31,i
Cc1ccc(SCc2noc(-c3c(C)noc3C)n2)cc1,-0.7,0.15,i
Cn1c(N)c(C(=O)COC(=O)[C@@H]2CCCN2S(=O)(=O)c2ccc(Cl)cc2)c(=O)n(C)c1=O,-2.7,-0.35,i
